APE1 inh = qHTS Assay for Inhibitors of the Human Apurinic/apyrimidinic Endonuclease 1 (APE1); DNA repair nuclease/redox regulator APEX1 (Homo sapiens), P27695; recombinant APE1, TAMRA/BHQ-2 abasic DNA cleavage fluorescence; Potency, µM (series often up to 65.8 µM), inactives show at the top dose activity change, negative = inhibition, usual class: inhibitors; hit rate 0.35% among 350,000; AID 2517, 2012;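 also: plate controls were vehicle for no effect and reference inhibitor for full effect; nearly all actives have a fitted effect of over 55% in size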
Target sequence (P27695 whole entry, looked up): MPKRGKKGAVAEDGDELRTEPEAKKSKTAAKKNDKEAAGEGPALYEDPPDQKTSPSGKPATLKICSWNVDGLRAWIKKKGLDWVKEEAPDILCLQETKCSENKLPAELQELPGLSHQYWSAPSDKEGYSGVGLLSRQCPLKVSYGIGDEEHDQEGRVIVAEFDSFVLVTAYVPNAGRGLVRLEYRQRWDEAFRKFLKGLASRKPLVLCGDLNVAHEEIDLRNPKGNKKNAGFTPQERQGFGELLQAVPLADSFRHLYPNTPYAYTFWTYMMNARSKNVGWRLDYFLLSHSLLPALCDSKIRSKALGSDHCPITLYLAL
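Kinetic fluorescence read (525 ex/598 em nm, three reads 60 s apart) of AP-site incision; signal = third minus first read. Enzyme 0.75 nM, dual-labelled THF duplex 50 nM, compound preincubation 15 min RT.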
BAZ2B block = qHTS Assay for Inhibitors of BAZ2B. AlphaScreen BAZ2B-H3K14Ac peptide displacement. Potency, µM (top dose mostly 114 µM), inactives show top-dose activity change, negative = inhibition, usual class: inhibitors. hit rate 4.4% among 360,000; also: % is scaled to controls: 0 for no effect and ±100 for the full control effect; nearly all actives have a fitted effect of over 60% in size
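BAZ2B 50 nM plus b-H3(5-23)K14Ac 50 nM, PBS pH 7.4/0.01% Tween-20, 30 min RT; compound added (max 110 uM), 30 min RT; streptavidin donor/Ni-chelate acceptor beads 10 ug/mL final, 20 min dark; AlphaScreen read.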
POLI inh = qHTS for Inhibitors of Polymerase Iota; DNA polymerase iota (Homo sapiens), Q9UNA4; Pol iota fluorescent replication assay, 10 min; Potency, µM (series often up to 115 µM), for inactives: at the highest dose activity, negative = inhibition, hits mostly inhibitors; hit rate 1% among 390,000; AID 588590, 2011
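Fluorescent replication assay read twice, at 0 min and 10 min after adding 50 nM (final) substrate. Enzyme (10 nM) and compounds were first incubated 15 min at room temperature; enzyme-free buffer wells were negative controls.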
Pol kappa inh = qHTS for Inhibitors of Polymerase Kappa; hit rate 0.53% among 400,000; purified Pol kappa, fluorescent DNA synthesis assay, 10 min; DNA polymerase kappa (Homo sapiens), Q9UBT6; Potency, µM (highest dose often 107 µM), for the others: at the highest dose activity, negative = inhibition, actives largely listed as inhibitors; also: % is scaled to controls: 0 for no effect and ±100 for the full control effect
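10 nM Pol kappa was preincubated with compounds for 15 min at room temperature. Reaction started with 50 nM (final) substrate. Fluorescence read kinetically at 0 and 10 min.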
G9a inh = qHTS Assay for Inhibitors of Histone Lysine Methyltransferase G9a; Histone-lysine N-methyltransferase EHMT2 (Homo sapiens), Q96KQ7; G9a H3K9 monomethylation, AlphaScreen, 2 h; Potency, µM (top dose mostly 102 µM), for the others: at the top dose activity, negative = inhibition, most hits filed as inhibitors; hit rate 8.8% among 350,000; AID 504332, 2011; also: % is scaled to controls: 0 for no effect and ±100 for the full control effect; nearly all actives have a fitted effect of over 75% in size
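Using a bead-based AlphaScreen, monomethylated H3K9 product from 2 h room-temperature reactions (G9a 20 nM, peptide 500 nM, SAM 20 uM) was detected with 0.5 ug/mL rabbit anti-H3K9me1 antibody.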
BLM helicase inh = qHTS Assay for Inhibitors of Bloom's syndrome helicase (BLM); Potency, µM (highest dose often 56.1 µM), inactives show at the highest dose activity change, negative = inhibition, usual class: inhibitors; recombinant BLM DNA unwinding, fluorescence dequenching; hit rate 0.2% among 350,000; RecQ-like DNA helicase BLM (Homo sapiens), P54132;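 also: plate controls were vehicle for no effect and no enzyme for full effect; nearly all actives have a fitted effect of over 35% in size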
Pol eta inh = qHTS for Inhibitors of Polymerase Eta | DNA polymerase eta (Homo sapiens), Q9Y253 | recombinant Pol eta, fluorescent DNA replication assay | Potency, µM (top dose mostly 114 µM), for the others: at the top dose activity change, negative = inhibition, actives largely listed as inhibitors | hit rate 1.2% among 390,000; also: % is scaled to controls: 0 for no effect and ±100 for the full control effect
Target sequence (Q9Y253 whole entry, looked up): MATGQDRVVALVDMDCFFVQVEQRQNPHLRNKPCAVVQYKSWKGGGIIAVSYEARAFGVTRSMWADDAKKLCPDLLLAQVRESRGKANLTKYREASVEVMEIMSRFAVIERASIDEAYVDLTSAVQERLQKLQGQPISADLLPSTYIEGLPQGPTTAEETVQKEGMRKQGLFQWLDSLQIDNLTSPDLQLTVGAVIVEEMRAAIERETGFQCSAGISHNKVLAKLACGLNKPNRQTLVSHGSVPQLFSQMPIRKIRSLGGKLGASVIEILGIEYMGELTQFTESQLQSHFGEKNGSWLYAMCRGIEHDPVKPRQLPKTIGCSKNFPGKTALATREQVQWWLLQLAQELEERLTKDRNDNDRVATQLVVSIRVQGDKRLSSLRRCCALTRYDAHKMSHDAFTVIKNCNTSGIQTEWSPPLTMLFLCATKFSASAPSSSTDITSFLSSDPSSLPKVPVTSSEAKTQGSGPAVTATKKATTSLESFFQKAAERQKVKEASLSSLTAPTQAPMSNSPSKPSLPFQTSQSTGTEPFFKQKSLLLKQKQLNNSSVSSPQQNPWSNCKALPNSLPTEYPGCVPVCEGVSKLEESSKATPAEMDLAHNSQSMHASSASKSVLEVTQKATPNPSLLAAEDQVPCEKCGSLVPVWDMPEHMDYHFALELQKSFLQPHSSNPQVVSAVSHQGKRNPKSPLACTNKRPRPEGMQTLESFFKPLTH
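Pol eta (10 nM) was preincubated with compounds for 15 min at room temperature, after which fluorescent replication substrate (50 nM final) was added to start the reaction. Fluorescence was read kinetically at 0 and 10 min.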
Pol beta inh = qHTS Assay for Inhibitors of DNA Polymerase Beta; P06746; Pol beta primer extension/strand displacement, fluorescence kinetic; Potency, µM (highest dose often 114 µM), for inactives: top-dose activity change, negative = inhibition, most hits filed as inhibitors; hit rate 1.3% among 340,000; AID 485314, 2010; also: % is scaled to controls: 0 for no effect and ±100 for the full control effect
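Human Pol beta at 10 nM; strand-displacement substrate 50 nM final. Compound exposure 15 min at room temperature before start, reaction 10 min at room temperature.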
Anesthetic bind = qHTS Assay for Identification of Novel General Anesthetics. Ferritin light chain (Equus caballus), P02791. apoferritin/1-aminoanthracene competitive binding, fluorescence. Potency, µM (doses to about 77.5 µM), without a hit: at the top dose activity change, negative = displacement, actives largely listed as inhibitors. hit rate 0.074% among 350,000. AID 485281, 2010; also: % is scaled to controls: 0 for no effect and ±100 for the full control effect; nearly all actives have a fitted effect of over 20% in size
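Read-out: endpoint 1-AMA fluorescence, excitation 380 nm and emission 535 nm, after compounds sit 10 min at room temperature with 10 uM horse-spleen apoferritin in 50% saturated 1-AMA/PBS. Values come from four-parameter Hill fits.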
Starred values were filed as active, the others as inactive; u = inconclusive; x = no result given; & = joins results of further samples; [ ] = remark or other dose. Calls follow the shape of the dose curve; as a rule, active = well fitted curve in the direction sought with a large enough effect; inconclusive = small, poorly fitted or top-dose-only effect, or another doubt; inactive = no such curve, though single readings can be large; an effect the other way counts as inactive or inconclusive. Potency is read from the fitted curve at half-maximal effect. The list is partial; the hit share may differ from the screen's.

#	Compound	APE1 inh	BAZ2B block	POLI inh	Pol kappa inh	G9a inh	BLM helicase inh	Pol eta inh	Pol beta inh	Anesthetic bind
1	Cc1ccc(/C=N/NC(=O)CNC(=O)c2cccc([N+](=O)[O-])c2C)o1	7%	-12%	-4%	-5%	7%	-5%	0%	19%	u
2	Cn1cccc1C1C(C#N)=C(N)OC2=C1C(=O)CC(C)(C)C2 (configuration not stated)	11%	u	-1%	4%	19%[12.7 µM]	-2%	-12%	12%	-12%
3	COc1ccc(C(=O)CN2C(=O)NC3(CCc4ccccc43)C2=O)c(OC)c1 (configuration not stated)	-2%	8%	27%	-3%	3%[59 µM]	x	-3%	x	x
4	O=c1cnc2cnc(Nc3ccccc3)nc2n1Cc1cccs1	6%	x	x	7%[60.1 µM]	8%[0.501 µM]	-2%	x	x	x
5	CCN(CC)CCn1c(=N)n(CCOc2ccccc2)c2ccccc21	1%	3%	12%	-1%	-11%[12.7 µM]	-7%	-9%	9%	-17%
6	N#Cc1c(NCCCO)nc(NCc2ccccc2)c2c1CCN(Cc1ccccc1)C2	-3%	32µM*	19%	-14%	40µM*	-7%	u	3%	130%[activator]
7	O=C(O)C(CC1CCCCC1)N1CCS(=O)(=O)CC1 (configuration not stated)	-1%	-2%	-3%	-9%	11%	0%	9%	48%	2%
8	O=C(Nc1ccc(NC(=O)c2ccc([N+](=O)[O-])cc2[N+](=O)[O-])cc1)c1ccco1	18%	5%	3%	1%	-13%	-1%	9%	44%	-11%
9	CCC1=C(OC(=O)N(CC)CC)N2C(=O)OC(=NCc3ccccc3)[C@]2(C)[C@H]2C1=CC[C@H]1C(=O)NC(=O)[C@H]12	-4%&-1%	-1%	u	-18%	14%[59 µM]	-8%&-2%	-11%	-1%	-9%&-5%
10	Cc1ccc(CNC(=O)C2CCCN(c3nnc(-n4c(C)ccc4C)s3)C2)cc1 (configuration not stated)	x	-14%	-20%	-3%	-11%[59 µM]	-11%	x	30%	-12%
11	CCc1cccc2c1NC(=O)C21N2CCCC2C(C(=O)c2ccc3ccccc3c2)C12C(=O)Nc1ccccc12 (configuration not stated)	0%	u	-5%	-14%	u	-12%	-15%	6%	-9%
12	C#CCOCCOCCOCCNc1nc(N2CCN(C(=O)C([C@@H](C)O)n3cc([C@@H](N)CCCCN)nn3)CC2)nc(N2CCN(C(=O)[C@H](CC(N)=O)n3cc(C(N)[C@@H](C)CC)nn3)CC2)n1 (some centres not stated)	6%	x	-3%	-7%	x	x	-6%	x	x
13	CO/N=C(/CS(=O)(=O)c1ccc(Br)cc1)c1ccc(OC)cc1	11%	6%	u	-10%	0%[59 µM]	-11%	-23%	33%	u
14	Cc1c(NC(=O)c2cc(-c3cccs3)on2)c(=O)n(-c2ccccc2)n1C	1%	-7%	u	-7%	-35%	-2%	-9%	4%	-12%
15	CCn1c2ccccc2c2nc3ccccc3nc21	26%	129%[activator]	0%	-11%	54%[activator][59 µM]	-8%	u	-1%	-16%
16	Cc1ccccc1NC(=O)CCC(=O)OCC(=O)c1ccc(-c2ccccc2)cc1	-1%	1%	1%	-13%	22%[59 µM]	-5%	8%	20%	-23%
17	C[C@@H](C(=O)Nc1ccc2ccccc2c1)[C@H]1C[C@]1(C)[C@H](NC(=O)c1cnccn1)c1ccccc1	0%&0%	u	16%	2%	-10%	-5%&-4%	u	10%	-14%&-7%
18	CC1(C)CC(=O)C([N+](=O)[O-])=C(NCCCO)C1	5%	-22%	12%	2%	-5%[59 µM]	-2%	-12%	-11%	3%
19	Cc1ccc(NC(=O)CSc2nnc(-c3cc(C)[nH]n3)n2N)cc1	51%	-5%	2%	3%	55%[activator]	0%	-12%	-1%	-13%
20	O=C(COC(=O)c1cccc(O)c1)Nc1ccc(OC(F)F)cc1	-3%	x	137%[activator]	-18%	-44%	-5%	4%	-2%	-19%
21	Cn1ncc(N)c1C(=O)Nc1cccc(C(F)(F)F)c1	-4%	-1%	3%	-4%	11%[59 µM]	-3%	-9%	-5%	-20%
22	CCc1ccc(NC(=O)c2ccc3c(=O)n4c(nc3c2)CCCCC4)cc1	3%	3%	u	-6%	11%	-4%	-11%	0%	u
23	CC(=O)N1CCN(c2ccccc2NC(=O)c2ccc(-c3cccc([N+](=O)[O-])c3)o2)CC1	7%	-29%	24%	1%	u	-4%	-9%	23%	-10%
24	CCN(C(=O)CSc1nc2ccc(Cl)cc2[nH]1)C1CCS(=O)(=O)C1 (configuration not stated)	0%	x	92%[activator]	-15%	x	x	-24%	x	x
25	CCOc1ccccc1C(=O)NCC(=O)NCCCc1ccccc1	6%	-12%	181%[activator]	-24%	3%[59 µM]	-2%	-11%	13%	-13%

#26 COc1ccccc1C(=O)N/C(N)=N/c1nc2ccccc2o1
#27 CN1CCN(C(=O)c2cc(-c3ccco3)on2)CC1
#28 O=C(CO/N=C/c1ccc(OC(F)F)cc1)NCc1ccc(F)cc1
#29 [O-]/C(=C(\C(=S)NCc1ccc2c(c1)OCO2)[n+]1ccccc1)c1ccc(Cl)s1
#30 COc1ccccc1Cn1cc(C(=O)c2ccc(Cl)cc2)c(=O)c2cc3c(cc21)OCCO3
#31 CCOc1ccccc1-c1nnc(SCC(=O)NC2(C#N)CCCC2)o1
#32 Cc1c(Cl)cccc1NC(=O)C(C)n1nc(C)c2c(C)n(-c3ccccc3)nc2c1=O (configuration not stated)
#33 CCOP(=O)(OCC)C(Nc1cccc([N+](=O)[O-])c1)c1ccccc1 (configuration not stated)

Screen / compound no. | 26 | 27 | 28 | 29 | 30 | 31 | 32 | 33
APE1 inh | 1% | 16% | -1% | 2% | x | -15% | x | -1%
BAZ2B block | 2% | 12% | x | 45µM* | -14% | 11% | -16% | -12%
POLI inh | 6% | -7% | 94%[activator] | 11% | 18% | 21% | 4% | -6%[58.9 µM]
Pol kappa inh | -16% | -3% | -15% | -16% | -10% | 10% | -5% | -17%
G9a inh | x | -34%[12.7 µM] | -3% | 28µM* | -34%[59 µM] | 18%[2.33 µM] | -7%[59 µM] | 13%
BLM helicase inh | -6% | -2% | 4% | -6% | -24% | x | -4% | -1%
Pol eta inh | -2% | -16% | 2% | 7% | -4% | 2% | -6% | -20%
Pol beta inh | 22% | 16% | -7% | -8% | 6% | x | 10% | -23%
Anesthetic bind | -17% | -8% | u | u | 0% | x | -13% | -4%

#34 O=C(Nc1nc2c(F)cc(F)cc2s1)c1ccccn1
#35 COc1ccc(CN2CC(C(N)=O)Oc3ccccc32)cc1F (configuration not stated)
#36 O=C1Nc2ccccc2OC1CC(=O)N1CCCC1 (configuration not stated)
#37 COc1cccc2sc3cc(NCCCN4CCOCC4)ccc3c(=O)c12
#38 CCCC(=O)c1cc2ccccc2oc1=O
#39 CC1CCC(C(=O)NC(C(=O)Nc2ccccn2)C(C)C)CC1 (configuration not stated)
#40 COC(=O)CSc1nnc(-c2ccoc2C)n1-c1ccc(OC)cc1
#41 Cc1ccccc1C(=O)NC(CC(C)C)C(=O)OCC(=O)c1c(N)n(C)c(=O)n(C)c1=O (configuration not stated)
#42 CCOC(=O)N1CCN(C(=S)Nc2ccccc2C(C)C)CC1

Screen / compound no. | 34 | 35 | 36 | 37 | 38 | 39 | 40 | 41 | 42
APE1 inh | -8% | 24% | 4% | -20% | -4% | 15% | 24% | 13% | -2%
BAZ2B block | u | -9% | 9% | x | -2% | -2% | -4% | -5% | -4%
POLI inh | 73%[activator] | 59%[activator] | 8% | 8% | 3% | 48%[activator] | 10% | 51%[activator] | 32%[activator]
Pol kappa inh | -17% | 8% | -5% | -9% | 2% | 1% | 2% | -8% | -8%
G9a inh | -53% | u | u | x | -14%[59 µM] | 23% | u | 19% | 4%
BLM helicase inh | -7% | -4% | -1% | x | 0% | 1% | -4% | -4% | -2%
Pol eta inh | -25% | -15% | 0% | -22% | 5% | -1% | -8% | 5% | -18%
Pol beta inh | -1% | -1% | 3% | x | 68% | 16% | 28% | u | 3%
Anesthetic bind | -13% | 3% | 0% | x | -20% | -6% | -7% | -5% | -5%

Among those listed so far, these contain a cyano group.
#2 Cn1cccc1C1C(C#N)=C(N)OC2=C1C(=O)CC(C)(C)C2 (configuration not stated)
#6 N#Cc1c(NCCCO)nc(NCc2ccccc2)c2c1CCN(Cc1ccccc1)C2
#31 CCOc1ccccc1-c1nnc(SCC(=O)NC2(C#N)CCCC2)o1

Screen / compound no. | 2 | 6 | 31
APE1 inh | 11% | -3% | -15%
BAZ2B block | u | 32µM* | 11%
POLI inh | -1% | 19% | 21%
Pol kappa inh | 4% | -14% | 10%
G9a inh | 19%[12.7 µM] | 40µM* | 18%[2.33 µM]
BLM helicase inh | -2% | -7% | x
Pol eta inh | -12% | u | 2%
Pol beta inh | 12% | 3% | x
Anesthetic bind | -12% | 130%[activator] | x

Part of the list above, with each value named:
#16 Cc1ccccc1NC(=O)CCC(=O)OCC(=O)c1ccc(-c2ccccc2)cc1
  APE1 inh = -1%
  BAZ2B block = 1%
  POLI inh = 1%
  Pol kappa inh = -13%
  G9a inh = 22%[59 µM]
  BLM helicase inh = -5%
  Pol eta inh = 8%
  Pol beta inh = 20%
  Anesthetic bind = -23%
#15 CCn1c2ccccc2c2nc3ccccc3nc21
  APE1 inh = 26%
  BAZ2B block = 129%[activator]
  POLI inh = 0%
  Pol kappa inh = -11%
  G9a inh = 54%[activator][59 µM]
  BLM helicase inh = -8%
  Pol eta inh = u
  Pol beta inh = -1%
  Anesthetic bind = -16%
#6 N#Cc1c(NCCCO)nc(NCc2ccccc2)c2c1CCN(Cc1ccccc1)C2
  APE1 inh = -3%
  BAZ2B block = 32µM*
  POLI inh = 19%
  Pol kappa inh = -14%
  G9a inh = 40µM*
  BLM helicase inh = -7%
  Pol eta inh = u
  Pol beta inh = 3%
  Anesthetic bind = 130%[activator]
